D1 PAM = potentiators of human D1 dopamine receptor. P21728. HEK293 TREx D1 cells, calcium flux, dopamine EC20 potentiation. potentiation, % at 10 µM. actives 0.036% (n = 360,000); in the data active means potentiation above about 30%; further: 0% is about no effect
Target sequence (P21728 whole entry, looked up): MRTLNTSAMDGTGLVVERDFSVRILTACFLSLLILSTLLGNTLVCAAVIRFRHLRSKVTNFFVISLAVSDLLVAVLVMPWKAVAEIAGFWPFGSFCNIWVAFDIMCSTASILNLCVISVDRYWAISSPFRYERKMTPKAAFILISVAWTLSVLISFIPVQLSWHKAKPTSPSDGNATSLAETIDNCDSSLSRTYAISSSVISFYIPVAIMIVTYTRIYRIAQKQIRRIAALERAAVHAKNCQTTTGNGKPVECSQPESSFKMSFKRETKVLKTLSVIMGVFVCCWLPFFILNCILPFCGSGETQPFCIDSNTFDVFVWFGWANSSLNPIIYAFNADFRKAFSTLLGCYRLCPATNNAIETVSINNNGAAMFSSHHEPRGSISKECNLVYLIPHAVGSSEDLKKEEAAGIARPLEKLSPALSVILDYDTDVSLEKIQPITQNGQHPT
D2 PAM = D2 dopamine receptor (human) potentiation; P14416; AID 485347; actives 0.34% (n = 340,000); HEK293 T-REx D2, calcium flux, EC20 dopamine potentiation; potentiation, % at 10 µM;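 active means potentiation over 3 SD above the plate norm, cut at about 30% in these data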; further: 0% is about no effect
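Primary screen. Calcium kinetics in induced HEK293 T-REx D2 cells: compound pre-addition 180 s, EC20 dopamine, 180 s more.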
GRP78 ERSR act = induces the endoplasmic reticulum stress response in human glioma cells. actives 0.02% (n = 420,000). U87-MG GRP78 promoter luciferase reporter, 16 h. Potency, µM, without a hit: top-dose activation, usual class: activators; further: potency means the concentration at half of the fitted maximal effect; series mostly up to about 76 µM; % of control where 0% means no effect; nearly all actives have a fitted effect of over 35% in size
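Stably transfected U87-MG glioma cells carrying a GRP78-based luciferase sensor; 16 h compound incubation. Luminescence end-point read 10 min after Bright-Glo addition at room temperature.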
RXFP1 antag = RXFP1 (human) relaxin receptor antagonism. Q9HBX9. HEK293-RXFP1, relaxin-stimulated cAMP HTRF, 30 min; active compounds read low. activity change, negative = inhibition, % at 57.5 µM. actives 0.59% (n = 350,000). AID 1259400;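 active means activity change of -60% or lower, but not beyond a set lower limit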; further: on the % scale 0 is the no-effect control and ±100 the full control effect
D1 antagonist = human D1 dopamine receptor antagonism. actives 3.2% (n = 360,000). HEK293 TREx D1 cells, calcium flux, dopamine EC80; active compounds read low. activity change, negative = inhibition, % at 10 µM; in the data active means activity change below about -30%; further: on the % scale 0 is the no-effect control and ±100 the full control effect
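Tetracycline-induced HEK293 T-REx cells with force-coupled D1 receptor were loaded with a no-wash calcium dye. Compound was added after a 10 s baseline and read kinetically for 180 s; EC80 dopamine was then added and calcium flux followed another 180 s.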
Vif-APOBEC3F blk = inhibitors of Vif-A3F interaction; HeLa A3F-eYFP + Vif (tagged APOBEC3F with the HIV-1 protein that degrades it), YFP fluorescence increase; Potency, µM (titrated, usually from 46.1 µM), for the others: at the highest dose activity, negative = active; actives 0.2% (n = 390,000); AID 602313; further: potency means the concentration at half of the fitted maximal effect; % of control where 0% means no effect; nearly all actives have a fitted effect of over 65% in size
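HeLa cells stably expressing A3F-eYFP plus Vif, plated and incubated overnight at 37 deg C, then exposed to compounds overnight at 37 deg C. Blocked degradation read as raised yellow fluorescence (Ex 488/Em 500-530).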
RXFP1 ag = RXFP1 (human) receptor agonism. Q9HBX9. HEK293T-RXFP1 cAMP TR-FRET, 30 min; response scale: percent of porcine relaxin response, buffer zero. Potency, µM (doses to about 57.5 µM), without a hit: at the highest dose activation, hits mostly activators. actives 0.3% (n = 370,000); further: potency means the concentration at half of the fitted maximal effect; on the % scale 0 is the no-effect control and ±100 the full control effect; nearly all actives have a fitted effect of over 60% in size; many of its hits are not listed in these tables
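HEK293 cells stably expressing RXFP1, treated 30 min at 37C with compounds plus PDE4 inhibitor Ro 20174; cAMP measured by HTRF TR-FRET. Normalized to buffer and 29 nM porcine relaxin; EC50 by Hill fit.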
D1 agonist = agonists of human D1 dopamine receptor; P21728; HEK293 T-REx D1 cells, calcium flux, agonist mode; activation, % at 2 µM; actives 1% (n = 360,000); AID 504660; in the data active means activation above about 30%; further: 0% is about no effect
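Tetracycline-induced HEK293 TREx D1 cells, force-coupled to calcium signalling, were dye-loaded with a no-wash calcium kit. Compound was pin-added after a 10 s baseline. Fluorescence was read kinetically at 1 cycle/s for 180 s, with calcium rises flagged as agonism.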
Vif-APOBEC3G blk = blocks the Vif interaction with human APOBEC3G | Potency, µM (doses to about 46.1 µM), without a hit: at the highest dose activity, negative = active, usual class: inhibitors | Q9HC16 | HeLa A3G-eYFP + Vif (tagged APOBEC3G with the HIV-1 protein that degrades it), YFP fluorescence, overnight | actives 0.076% (n = 410,000);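 further: potency means the concentration at half of the fitted maximal effect; on the % scale 0 is the no-effect control and ±100 the full control effect; nearly all actives have a fitted effect of over 60% in size; hits raise eYFP signal because A3G escapes Vif-driven loss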
Target sequence (Q9HC16 whole entry, looked up): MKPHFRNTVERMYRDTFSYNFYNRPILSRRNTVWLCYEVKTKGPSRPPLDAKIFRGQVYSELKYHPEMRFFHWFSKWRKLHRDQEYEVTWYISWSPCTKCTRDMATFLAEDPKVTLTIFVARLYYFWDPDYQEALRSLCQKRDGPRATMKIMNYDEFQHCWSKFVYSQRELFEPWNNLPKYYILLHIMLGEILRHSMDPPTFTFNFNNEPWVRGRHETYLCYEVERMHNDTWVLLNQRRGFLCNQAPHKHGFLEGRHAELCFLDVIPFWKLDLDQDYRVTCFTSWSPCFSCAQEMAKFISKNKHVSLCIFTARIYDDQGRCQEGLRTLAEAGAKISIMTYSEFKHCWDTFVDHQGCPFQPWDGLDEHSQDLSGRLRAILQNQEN
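HeLa cells stably expressing Vif and C-terminally eYFP-tagged A3G, seeded overnight at 37 deg C, then exposed to compound by pintool overnight at 37 deg C. Rise in yellow fluorescence (Ex 488/Em 500-530, Acumen) marks blocked Vif-driven A3G degradation.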
Active calls of the source: *; . = no result given; & = joins results of further samples. Unless noted, the call rests on the fitted dose curve; in most records, active means well fitted curve in the direction sought with a large enough effect; inconclusive means small, poorly fitted or top-dose-only effect, or another doubt; inactive means no such curve, though single readings can be large; an effect the other way counts as inactive or inconclusive. Some of the compounds tested, so the mix of outcomes need not match the whole.

SMILES,D1 PAM,D2 PAM,GRP78 ERSR act,RXFP1 antag,D1 antagonist,Vif-APOBEC3F blk,RXFP1 ag,D1 agonist,Vif-APOBEC3G blk
CCCN(CC(=O)Nc1cc(C)on1)CC(=O)Nc1ccccc1C,-5,3,-5%,1,-15,5%,3.3%,2,-1%
O=C(CCn1nnc2ccccc21)Nc1nnc(Cc2ccc(F)cc2)s1,1,-2,-2%,-3,-8,1%,0.9%,1,-1%
CN(C)CCCCNCCCNC(=O)/C=N\O,-3,-5,0%,18,4,1%,-0.7%,0,1%
Cc1cccnc1NC(=O)C1CCCN(S(=O)(=O)c2ccc3c(c2)oc(=O)n3C)C1 (stereo not given),-8,10,-3%,.,-6,0%,3.1%,2,1%
O=C(O)C1CCN(Cc2ccccn2)CC1,6,-22,-2%,3,-4,-6%,1.5%,3,3%
Cc1cccc(N(CC(=O)NC2CCCCC2)C(=O)Cn2nnc(-c3ccc(C)o3)n2)c1,-1,.,-3%,9,44,1%,3.3%,1,1%
COc1ccc(OC)c(CNS(=O)(=O)c2cn(C)cn2)c1,0,-10,-2%,0,-10,3%,0.5%,2,1%
Cc1nc(-c2cccc(F)c2)sc1CCNC(=O)C(=O)Nc1ccc2c(c1)OCO2,-2,15,-3%,2,0,-6%,1.1%,8,2%
O=C(O)c1cc(O)c2c(c1)C(=O)c1cccc(O)c1C2=O,-3,2,-2%&-1%,.,-2,3%,0.5%,11,-14%
CC(=O)Nc1cc(-c2ccc(Cl)cc2)[nH]n1,0,2,6%,-6,-11,0%,0.7%,1,2%
COCCOCCn1c(/C=C/c2ccccc2)nc2ccccc21,1,-1,-8%,-38,-1,0%,8.0%,0,-5%
COc1cc([N+](=O)[O-])ccc1NC(=S)Nn1cnnc1,-3,-5,-3%,0,-4,2%,-3.8%,1,5%
CCn1c2ccccc2c2nnc(SCC(=O)c3ccccc3)nc21,-2,-4,-2%,-12,-3,2%,4.8%,0,2%
Cc1cccc(N2CCN(CC(O)COc3ccccc3Cl)CC2)c1 (stereo not given),-9,-24,6%,-5,-33*,0%,0.7%,15,-4%
CCOc1ccc(CCNc2ccc3nnc(-c4ccccc4)n3n2)cc1OCC,-3,5,1%,.,13,-2%,0.9%,-3,2%
Cc1ccc(-c2cc(C(=O)Nc3ccc(S(=O)(=O)Nc4onc(C)c4C)cc3)[nH]n2)c(O)c1,1,-2,-5%,2,-3,-6%,4.8%,2,3%
CCOC(=O)c1sc(-c2ccc(C(F)(F)F)cc2)nc1O,1,4,-3%,-4,5,-2%,13%,27,-2%
Nc1ccc(S(=O)(=O)C(F)(F)F)cc1N,-3,-8,5%,-3,-17,-1%,0.5%,2,-2%
COc1ccc([C@H]2N[C@]3(CCCN(CC4CCCCC4)C3=O)[C@H]3C(=O)N(C)C(=O)[C@@H]23)cc1,.,.,-2%,7,.,0%,.,.,0%
COCCNc1nc2nonc2nc1NC(C)c1ccccc1Cl (stereo not given),-5,3,-5%,-20,-17,5%,1.8%,6,-1%
O=C(c1cccc(F)c1)n1nnc2ccccc21,0,3,-1%,-16,28,.,-0.1%,1,1%
CCCCc1ccc(NC(=S)N2CCN(C)CC2)cc1,-2,-2,4%,8,6,0%,3.2%,3,2%
CC1(C)CC(=O)C(C=NCCN2CCN(CCc3ccccc3)CC2)=C(O)C1,-3,-13,4%,-4,1,-3%,0.9%,-1,1%
CC(C)c1cccc(OCC(=O)Nc2ccc(S(=O)(=O)Nc3ccccn3)cc2)c1,-3,.,-4%,-38,22,3%,0.7%,-1,-6%
Nc1c(C(=O)O)nnn1Cc1ccccc1,0,-3,-2%,7,5,6%,-1.1%,0,-1%
CCCCOC1(c2ccccc2)OC(=O)c2ccccc21 (stereo not given),-4,-7,-4%,-4,12,-1%,0.7%,1,0%
CC1=C(C(=O)Nc2cccc(Cl)c2)C2(CCCCCC2)OC1=O,17,-22,1%,-5,9,1%,-0.3%,1,-1%
CN(CC(=O)Nc1ccc(F)cc1)C(=O)Cn1c(=O)oc2ccccc21,0,5,-1%,2,2,-10%,3.6%,3,-6%
COC(=O)Cc1ccc(NC(=S)NCc2ccccc2OC)cc1,4,23,1%,-1,-2,9%,-0.8%,1,1%
Nc1ccccc1Sc1ccc(C(F)(F)F)cc1[N+](=O)[O-],1,-2,-9%,-18,-9,5%,1.3%,1,-2%
C/C(=N\NC(=O)Cn1cc([N+](=O)[O-])cn1)c1ccco1,-5,1,-6%,6,4,-5%,1.6%,2,-1%
Cc1ccccc1CNC(=O)C1CCCN(c2cnccn2)C1 (stereo not given),3,0,0%,5,15,4%,0.5%,1,1%
CCOc1ccc(NC(=O)Cn2c(=O)n(Cc3ccc(C(=O)NCc4ccc(C)cc4)cc3)c(=O)c3ccccc32)cc1,0,3,-2%,.,4,10µM*,3.5%,2,-1%
O=C(CC(C(=O)O)c1cccc(Cl)c1Cl)c1ccccc1 (stereo not given),-5,5,-1%,2,0,3%,-0.9%,4,-3%
C/C(=N\NC(=O)c1cccc(S(=O)(=O)N2CCOCC2)c1)c1cc2ccccc2o1,3,14,-3%,-7,-5,5%,-0.2%,0,-5%
CCOc1ccc2c(c1)c(=O)c(S(=O)(=O)c1ccc(CC)cc1)cn2Cc1cccc(Cl)c1,-2,-1,3%,-6,-7,1%,-1.9%,2,-9%
C/C(=N\NC(=O)c1ccccc1)c1ccc(C)c([N+](=O)[O-])c1,-5,-15,4%,-11,-17,-1%,-0.3%,1,-5%
CC(C)N(C)C1CCN(S(=O)(=O)c2ccc(-c3ccc(=O)[nH]n3)s2)CC1,-1,-3,-6%,-7,9,2%,-0.1%,6,0%
COC(=O)c1nnn(-c2nonc2N)c1CSc1nnc(N)s1,-2,-1,-2%,-30,-3,9%,0.2%,1,-7%
Cc1cc(C(=O)N2CCCC(N3CCN(c4cccc(C(F)(F)F)c4)CC3)C2)no1 (stereo not given),-8,6,-4%,-14,4,2%,0.0%,0,2%
CN(C(=O)c1ccc(S(=O)(=O)N2CCCC2)cc1)C1CCCCC1,-4,-12,-4%,-11,4,10%,1.1%,3,0%
COc1ccccc1NC(=O)C1CCCN(S(=O)(=O)c2c(C)noc2C)C1 (stereo not given),-3,-6,-3%,17,-10,-5%,-3.4%,5,-1%
O=C(/C=C/c1ccccc1)Nc1cc(S(=O)(=O)N2CCOCC2)ccc1N1CCOCC1,-2,-6,-4%,-22,-3,-12%,1.4%,1,2%
O=C(NCc1cccc(Cl)c1)N1CCN(S(=O)(=O)c2ccccc2F)CC1,-2,25,-4%,-12,0,7%,1.6%,2,2%
CCOc1ccc(CC(=O)NCCc2sc(-c3cccc(F)c3)nc2C)cc1,-1,-4,-3%,-2,-8,-4%,4.7%,3,2%
Nc1nonc1-n1nnc(C(=O)N/N=C/c2ccc(F)cc2)c1-c1cccs1,1,9,4%,4,3,1%,0.3%,8,0%
CCOc1ccc(S(=O)(=O)N2CCC(C(=O)NCc3ccccc3CN3CCCC3)CC2)cc1,.,-1,-3%,-5,-18,6%,-0.5%,15,1%
O=C(Cc1c(F)cccc1Cl)Nc1ccccn1,-2,-3,-1%,0,28,11%,-0.5%,10,0%
O=C(CCNC(=O)c1ccccc1Cl)Nc1ccncc1,-3,-9,-3%,0,1,-3%,-1.7%,2,2%
CCN(CC(=O)N1CCOCC1)S(=O)(=O)c1ccccc1,-8,7,17%,-2,3,7%,1.3%,2,0%
N#Cc1nc(Cc2ccccc2)oc1N1CCC(Cc2ccccc2)CC1,-5,-15,0%,-12,-7,0%,-1.1%,26,-1%
Cc1ccccc1NC(=O)CCC(=O)N/N=C/c1cc([N+](=O)[O-])ccc1O,-4,0,-7%,4,6,1%,-0.2%,0,-1%
O=C(Nc1cccc(Cl)c1)Nc1ccccc1NS(=O)(=O)c1cccs1,-12,-9,-3%,-9,-42*,2%,2.9%,20,-12%
CCCCOC(=O)Cn1c(=O)c2c(nc3n2CCCCN3c2ccc(C)cc2)n(C)c1=O,-6,.,-4%,-11,-5,5%,3.0%,1,-5%
COc1ccc(C(=O)C2CCCN(C3Cc4ccccc4C3)C2)c(OC)c1 (stereo not given),-1,7,-3%,-65*,5,-16%,0.9%,3,-3%
COc1ccc(C2=Nc3ccc(Br)cc3C(c3ccccc3)N2CC(=O)NN)cc1 (stereo not given),-1,-26,-4%,-7,-9,-11%,1.8%,-1,-12%
CCOC(=O)N1CCN(C(=O)C2CCCN(Cc3nc(-c4ccc(Cl)cc4)oc3C)C2)CC1 (stereo not given),-3,6,-2%,-19,-10,2%,2.9%,5,0%
CNC(=O)c1cccc(NC(=O)c2cc(-c3ccccc3)nc3c2cnn3C(C)C)c1,1,-23,-12%,-7,-2,1%,0.0%,0,-7%
Cc1ccc(S(=O)(=O)NNC(=O)NC23CC4CC(CC(C4)C2)C3)cc1,1,18,-1%,3,23,-25%,0.6%,0,-4%
COc1ccccc1-c1cn(S(=O)(=O)c2ccc(F)cc2)nc1N,-3,11,-4%,-2,-1,-14%,-0.1%,4,1%
CC(C)(C)c1ccccc1NC(=O)c1cc(-c2ccncc2)nc2ccccc12,.,.,-2%,-15,.,-2%,.,.,-3%
COc1ccc(N(Cc2nnc3n2CCCCC3)C(=O)Nc2cccc(C)c2)cc1Cl,4,-5,-2%,.,6,2%,3.0%,-1,-2%
COCCCNC(=O)c1ccc2c(c1)ncn2-c1ccc(C)cc1C,-8,8,-3%,-4,1,4%,6.4%,5,-2%

Copied from above (two entries):
SMILES,D1 PAM,D2 PAM,GRP78 ERSR act,RXFP1 antag,D1 antagonist,Vif-APOBEC3F blk,RXFP1 ag,D1 agonist,Vif-APOBEC3G blk
O=C(Cc1c(F)cccc1Cl)Nc1ccccn1,-2,-3,-1%,0,28,11%,-0.5%,10,0%
O=C(CCNC(=O)c1ccccc1Cl)Nc1ccncc1,-3,-9,-3%,0,1,-3%,-1.7%,2,2%

Bioassay records from PubChem BioAssay.
